Screening data deposited in PubChem by several laboratories.
DAX1 inh-1: NR0B1 (DAX1) inhibition | P51843 | HEK293 Gal4-DAX1 luciferase reporter, luminescence | inhibition, % at 6.75 µM | hit rate 0.99% among 340,000 | AID 504766;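 active = inhibition above the mean over all tested compounds plus 3 SD, cut at about 4.2% in these data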;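 also: 0% = DAX1-transfected cells with DMSO and 100% = empty-vector control cells with DMSO; inhibition shows as a rise in luminescence from relieved DAX1 repression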
Target sequence (P51843 207-470 limits assumed): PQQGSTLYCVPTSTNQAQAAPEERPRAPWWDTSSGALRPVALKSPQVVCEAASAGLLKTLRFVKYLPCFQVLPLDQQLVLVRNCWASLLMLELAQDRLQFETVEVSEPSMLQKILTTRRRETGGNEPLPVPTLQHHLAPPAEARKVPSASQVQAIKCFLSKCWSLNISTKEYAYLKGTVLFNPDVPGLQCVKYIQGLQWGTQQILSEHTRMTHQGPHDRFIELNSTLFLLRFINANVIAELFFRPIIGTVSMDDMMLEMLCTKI
ADAM10 inh: inhibitors of human ADAM10. hit rate 0.62% among 370,000. inhibition, % at 7 µM. recombinant ADAM10, EDANS/DABCYL FRET peptide cleavage, 3 h;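 active = inhibition above a per-campaign cutoff equal to the mean of compounds falling between control-based bounds plus 3 SD, cut at about 20% in these data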;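 also: 0% = DMSO wells while the 100% control is not disclosed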
sPLA2-III inh: Inhibits HGIII-sPLA2 liposome hydrolysis, primary screen | QFRET BODIPY PC-A2 liposome hydrolysis, fluorescence | inhibition, % at 12.2 µM | hit rate 0.56% among 370,000;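 active = inhibition above mean plus 3 SD of compounds lying within the high and low control bounds, cut at about 19% in these data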;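 also: 0% = median of test compound wells and 100% = no enzyme DMSO wells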
Target sequence (Q9NZ20 whole entry, looked up): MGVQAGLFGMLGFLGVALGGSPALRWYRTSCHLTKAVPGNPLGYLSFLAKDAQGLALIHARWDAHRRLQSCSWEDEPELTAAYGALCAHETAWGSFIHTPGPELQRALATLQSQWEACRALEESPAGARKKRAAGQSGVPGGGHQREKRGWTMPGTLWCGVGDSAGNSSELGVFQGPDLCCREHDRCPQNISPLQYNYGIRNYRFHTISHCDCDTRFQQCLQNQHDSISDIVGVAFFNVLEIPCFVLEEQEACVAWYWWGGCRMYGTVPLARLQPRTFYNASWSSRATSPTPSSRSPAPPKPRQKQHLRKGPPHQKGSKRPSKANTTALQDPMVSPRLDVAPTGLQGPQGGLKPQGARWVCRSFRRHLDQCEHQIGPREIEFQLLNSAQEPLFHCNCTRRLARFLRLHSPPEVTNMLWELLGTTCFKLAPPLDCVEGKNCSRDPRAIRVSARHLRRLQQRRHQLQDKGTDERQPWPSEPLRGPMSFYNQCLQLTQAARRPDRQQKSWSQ
ssDAF-12 act: activates DAF-12 receptor from parasite S. stercoralis; HEK293 ssDAF-12/GRIP1 lit1-tk-luc reporter, luminescence; % of 3 µM dafachronic acid response; activation, % at 6.8 µM; hit rate 1% among 370,000; AID 652126;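 active = activation above the mean over all tested compounds plus 3 SD, cut at about 0.9% in these data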;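 also: 0% = DMSO-only wells and 100% = 3 µM delta7-dafachronic acid wells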
hcDAF12 agonist: activators of H. contortus DAF-12 nuclear receptor | HEK293 hcDAF-12 lit1-tk-luc reporter, luminescence; 0% DMSO, 100% Δ7-dafachronic acid | activation, % at 6.8 µM | hit rate 1.4% among 370,000;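 active = activation above the mean of all tested compounds plus 3 SD, cut at about 5.5% in these data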;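 also: 100% = response to 3 µM Δ7-dafachronic acid high control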
NPR2 activator: GC-B (human) receptor activation. P20594. HEK293-GC-B cells, CNP EC30, cGMP TR-FRET; 0% at EC30 CNP, 100% saturating CNP. activation, % at 10 µM. hit rate 0.11% among 370,000. AID 1920062;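 active = activation at 10 µM reaching about 35% in either raw or pattern-adjusted values, limit read from the data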
DAX1 inh-2: inhibitors of DAX1 repression of SF-1 activated StAR promoter; HEK293T StAR-luciferase reporter, SF-1/DAX-1 repression relief; inhibition, % at 6.8 µM; hit rate 1.1% among 370,000; AID 652010;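 active = inhibition above the mean over all tested compounds plus 3 SD, cut at about 3.6% in these data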;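 also: 0% = DAX-1 cells with DMSO and 100% = cells lacking DAX-1 with DMSO; higher inhibition means more luminescence from relief of DAX-1 repression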
SMARCA2 act: activators of SMARCA2 function. MG213 cells, MMTV-luciferase reporter, dexamethasone, overnight. activation, % at 9.1 µM. hit rate 1% among 370,000; in the data active = activation above about 7.8%;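 also: 0% = vehicle wells and 100% = reference activator wells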
hgDAF-12 ag: hgDAF-12 agonism, primary luciferase screen. HEK293 GAL4-hgDAF12 UAS-luciferase reporter, agonist luminescence; normalized to butyrate control. hit rate 1.8% among 370,000. activation, % at 6.8 µM;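 active = activation above a cutoff set at the mean of all screened compounds plus 3 SD, cut at about 10% in these data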;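 also: 0% = DMSO wells and 100% = sodium butyrate wells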
GC-A act: GC-A (human) enzyme activation; P16066; HEK293 GC-A cells, cGMP TR-FRET, EC30 ANP; 0% at EC30 ANP, 100% saturating ANP; activation, % at 10 µM; hit rate 0.14% among 370,000; in the data active = activation above about 40%
GAA850 FXN act: activators of GAA850 frataxin (FXN) promoter; HEK293 lucGAA850 FXN promoter luciferase reporter, 24 h; percent of 10 µM SAHA response; activation, % at 6 µM; hit rate 0.56% among 360,000;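 active = activation above the average of all compounds screened plus 3 SD, cutoff fixed separately per campaign, cut at about 7.5% in these data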;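 also: 0% = DMSO wells and 100% = 10 µM SAHA wells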
Numbers without * were called inactive; · = not tested or not shown.

Compound,DAX1 inh-1,ADAM10 inh,sPLA2-III inh,ssDAF-12 act,hcDAF12 agonist,NPR2 activator,DAX1 inh-2,SMARCA2 act,hgDAF-12 ag,GC-A act,GAA850 FXN act
CCc1cc2c(nc1CC)CCCN2S(=O)(=O)c1ccc(C#N)cc1,·,-4,-4,-1.6,-2.0,3,-1.8,6,0.1,0,·
CCN1CCN(C(=O)c2ccc3c(c2)N(Cc2ccc(C)cc2)CCS3)CC1,0.7,-223,-2,-1.2,-1.9,-11,0.4,-2,2.5,-6,-0.9
CN(C)c1ccc(/C=C(\C#N)C(=O)Nc2nc3c(s2)CCN(Cc2ccccc2)C3)cc1,-0.7,-12,-10,-0.9,-2.1,-4,-0.3,1,0.0,0,0.7
CC(=O)OCC(OC(C)=O)C(OC(C)=O)C(OC(C)=O)C(=O)Nc1cccc(C)c1 (stereo unspecified),1.3,-1,-2,-1.4,-1.3,-4,-0.4,2,1.5,2,0.1
COC(=O)CCCC1=CC2=CC(=O)C(C)(OC(=O)c3cccs3)C(=O)C2=CN1C1CCCC1 (stereo unspecified),-1.4,-11,4,-1.2,-1.8,-2,0.3,1,1.6,-2,0.3
COc1cc2[nH]c(=O)n(CCC(=O)N3CCN(c4cc(Cl)ccc4C)CC3)c(=O)c2cc1OC,-0.4,-13,2,-1.7,0.0,-14,-0.3,-3,5.2,-16,-1.2
Cc1ccc(S(=O)(=O)Nc2c(C(=O)O)[nH]c3ccccc23)cc1C,0.2,-1,-22,-0.2,5.8*,-2,-0.2,2,2.0,-1,-0.8
Cc1cc(C)cc(NC(=O)CSc2nc3ccccc3nc2N2CCCC2)c1,-0.6,-34,-5,-1.3,-1.7,-6,-0.9,0,-4.6,-6,0.7
CCN(CC)S(=O)(=O)c1ccc(NC(=S)Nc2ccc(F)cc2)cc1,0.0,-1,1,-0.8,0.2,1,0.1,-2,2.1,-3,0.4
CC1CCCN(C(=O)COC(=O)CNS(=O)(=O)c2ccc3ccccc3c2)C1 (stereo unspecified),0.7,2,-4,-0.9,0.1,0,0.7,-1,-1.4,-2,-0.9
O=C(Cn1cc(C(=O)C2CC2)c2ccccc21)NCc1ccccc1,0.9,-8,-7,-0.6,-1.1,-2,1.2,4,4.2,2,-0.5
N#C/C(=C(/O)COC(=O)c1cccnc1Cl)c1nc2ccccc2[nH]1,1.1,-10,0,-1.9,-0.5,-2,-0.1,-3,-2.0,-2,1.3
C=CCNc1nc(Cl)nc(NC2CCCCC2)n1,1.9,0,-2,-1.6,-0.2,-1,-0.3,0,0.5,-1,4.0
Fc1ccc(-c2nc(-c3cccs3)[nH]c2-c2ccc(F)cc2)cc1,-0.5,-178,1,-1.0,-2.5,-14,-1.6,-6,0.4,-29,-2.9
COc1nc(NC2CCCCC2)nc(NC(C)(C)C)n1,4.0,9,1,-0.7,1.9,1,0.4,6,2.2,5,4.9
CC(=O)Nc1nonc1C(=O)N1CCC(C)CC1,-0.2,-6,3,-0.3,0.3,3,-0.1,-2,0.5,3,-1.7
Cc1cc(Cl)ccc1OC(C)C(=O)Nc1cnn(CCCC(=O)O)c1 (stereo unspecified),1.4,8,12,-1.1,2.3,0,1.8,0,0.7,0,2.2
C=CCOC(=O)C1=C(C)NC(=S)NC1/C=C/c1ccccc1 (stereo unspecified),1.3,-2,13,-2.0,-2.1,-2,-2.0,-1,1.6,43*,0.8
O=C(CN(Cc1ccccc1Cl)C(=O)CN1C(=O)CSc2ccccc21)NC1CC1,-1.0,-1,-8,-0.2,2.0,-3,-0.1,1,-2.3,-11,-2.8
CCOC(=O)[C@H](C)N1[C@H](C)[C@H](c2ccccc2)Oc2ccc(Cl)cc2S1(=O)=O,-0.6,-10,1,-0.8,2.9,-6,0.7,-5,-0.5,-7,-2.1
CC1=CS/C(=C(/C#N)C(=O)N2CCOCC2)N1c1ccccc1,0.7,-9,3,-0.7,-0.8,0,-0.5,2,-1.2,-4,-1.4
CCOC(=O)Nc1ccc(C)cc1Br,0.5,-2,8,-1.0,-1.5,0,-0.3,1,1.9,3,0.9
C=C(C)C1CC=C(C)/C(=N/NC(=O)COc2ccc(C)cc2)C1 (stereo unspecified),0.1,13,8,-1.7,-0.3,-1,-0.1,1,1.0,1,1.4
Cc1ccc(NC(=O)COC(=O)C2=NNC(=O)CC2)c(Br)c1,2.0,-6,4,-1.1,-1.3,2,0.4,1,2.1,-8,-0.1
CCOc1ccc(-c2cc(CCCC(=O)NCCC(C)C)no2)cc1,-0.9,4,-5,-1.5,0.3,-5,-0.6,-1,-0.7,0,-4.0
COc1ccc(C(CC(=O)c2ccccc2)CC(=O)c2ccccc2)cc1,0.6,20*,-9,-0.7,-0.1,1,-0.8,-1,-1.4,-8,-0.3
COc1ccccc1C(O)(C(=O)NN(C(=O)c1ccccc1)c1ccccc1C)c1cccs1 (stereo unspecified),-0.1,-6,-4,-1.2,-1.1,-4,-0.6,-1,0.3,3,2.2
CCc1ccc(CN2CCN(c3ncccn3)CC2)cc1,1.4,2,0,-0.1,-0.3,6,0.1,6,1.5,-1,1.4
CCN(c1ccccc1)S(=O)(=O)c1ccc(C(=O)N(CCCN(C)C)c2nc3c(C)cccc3s2)cc1,-0.4,-1,-3,-0.9,-0.9,-1,-0.1,-2,-3.5,-7,-3.4
COc1ccccc1C(=O)C1CCCN(C(=O)c2cccnc2SC)C1 (stereo unspecified),-0.1,4,1,-1.9,-0.3,-1,-0.5,-1,-1.6,-6,0.1
COc1cc2c(cc1OC)C(C(=O)NC(C)c1ccccc1)CC(=O)N2 (stereo unspecified),-0.2,3,2,-0.7,-3.1,-1,0.0,-2,-2.6,-4,-1.6
O=C(CCc1nc(-c2cccs2)no1)NCc1ccc(F)cc1Cl,0.7,-18,6,-1.4,-1.5,4,-0.1,-2,1.3,0,0.7
CC(Sc1ncccn1)C(=O)Nc1ccc2c(c1)OCO2 (stereo unspecified),0.0,-11,15,-1.5,0.0,-2,1.7,-1,-4.2,3,1.2
CC(C)(C)C(C(=O)n1cccc1C#N)c1ccccc1 (stereo unspecified),0.7,3,-2,-1.5,-0.8,-6,-0.1,1,0.1,-8,1.6
CN(C)CC1C2CCC(C2)C1O (stereo unspecified),-1.0,-4,-6,-0.9,-2.1,-3,0.4,-2,-0.9,-1,-0.6
Cc1ccc(C)c(NS(=O)(=O)c2ccc(OCC(=O)N3CCCC3)cc2)c1,-0.5,5,0,-1.0,-0.6,3,0.0,-3,0.2,2,0.7
CCN1CCN(CCOCCOc2ccccc2)CC1,-0.5,2,2,-0.7,1.0,4,0.2,-3,1.3,-2,3.0
Cc1ccc(C(C(=O)NC2CCCC2)N(C(=O)CCC(=O)Nc2cc(C)on2)c2ccccc2)cc1 (stereo unspecified),-0.3,3,-1,-0.6,-1.5,-3,-0.4,-1,-1.2,-3,-1.4
COC(=O)c1ccc(COc2ccc(C=O)cc2)o1,1.6,7,3,-0.9,0.4,3,-0.1,6,5.4,3,1.2
O=C(NCCCn1cccn1)C1CCC(=O)N(CCc2ccccc2)C1 (stereo unspecified),0.3,7,5,-0.9,0.9,2,0.1,-2,-1.4,2,-2.5
O=C(CCc1ccccc1)N/N=C/c1cccc([N+](=O)[O-])c1,1.7,-4,6,-1.5,-0.1,-1,0.1,-4,-4.4,1,0.3
CCOC(=O)N1CCN(Cc2c(F)cccc2Cl)CC1,-0.6,-4,-3,-1.6,-0.7,3,-0.3,-2,0.3,0,2.4
O=C(NCC(=O)N1CCN(c2ccccc2)CC1)c1ccccc1,1.2,-1,1,-1.2,2.2,1,-0.1,-1,1.7,3,3.8
CN1CCC(N[C@@H](Cc2ccccc2)C(=O)NCCCc2ccccc2)(C(=O)NCCc2c[nH]c3ccccc23)CC1,·,1,-56,-1.0,-1.2,-12,·,·,1.5,-5,·
N#CC1(Nc2ccccc2)C(=O)Nc2ccccc21 (stereo unspecified),0.1,3,-3,-0.5,-0.7,0,0.1,3,1.9,-2,-0.6
O=C(O)CCCCCNc1nc(-c2ccccc2)nc2ccccc12,-0.5,3,1,-1.2,-0.1,-6,-0.3,0,-0.8,2,0.3
O=C(NCCCN1CCOCC1)c1cccc(NS(=O)(=O)c2ccc(Br)cc2)c1,0.0,-4,-3,-1.3,-0.6,-2,-0.7,-3,-1.2,-2,0.5
CC1CCCC(NC(=O)COC(=O)/C=C/c2ccc(F)cc2)C1C (stereo unspecified),0.6,-9,2,-0.9,-0.9,4,-0.8,-2,0.5,0,0.1

Three compounds out of the list, arranged by SMILES length, lowest first.
Compound,DAX1 inh-1,ADAM10 inh,sPLA2-III inh,ssDAF-12 act,hcDAF12 agonist,NPR2 activator,DAX1 inh-2,SMARCA2 act,hgDAF-12 ag,GC-A act,GAA850 FXN act
CC1CCCC(NC(=O)COC(=O)/C=C/c2ccc(F)cc2)C1C (stereo unspecified),0.6,-9,2,-0.9,-0.9,4,-0.8,-2,0.5,0,0.1
Cc1ccc(C(C(=O)NC2CCCC2)N(C(=O)CCC(=O)Nc2cc(C)on2)c2ccccc2)cc1 (stereo unspecified),-0.3,3,-1,-0.6,-1.5,-3,-0.4,-1,-1.2,-3,-1.4
CN1CCC(N[C@@H](Cc2ccccc2)C(=O)NCCCc2ccccc2)(C(=O)NCCc2c[nH]c3ccccc23)CC1,·,1,-56,-1.0,-1.2,-12,·,·,1.5,-5,·

The listing continues:
Compound,DAX1 inh-1,ADAM10 inh,sPLA2-III inh,ssDAF-12 act,hcDAF12 agonist,NPR2 activator,DAX1 inh-2,SMARCA2 act,hgDAF-12 ag,GC-A act,GAA850 FXN act
CCc1ccccc1NC(=O)Nc1ccc(F)cc1,0.8,-4,1,-1.3,-2.4,0,-0.3,-3,-2.3,1,-0.2
COc1cc2c(cc1OC)C(C(=O)Nc1ccc(F)c(Cl)c1)CC(=O)N2 (stereo unspecified),-0.4,0,4,-1.2,-1.0,-3,0.0,-4,-2.8,-16,0.2
COc1ccc(Cl)cc1NC(=O)CN(C)C(=O)C1COc2ccccc2O1 (stereo unspecified),0.3,0,-6,-0.5,-1.2,-4,-0.5,4,-1.7,-8,-3.1
Cn1ncc(SCc2ccccc2)c(Cl)c1=O,·,-2,-5,-2.2,-3.3,-3,-1.2,-4,-6.2,2,-2.4
O=C(NCc1cccc(F)c1)c1ccc(N2C(=O)Cn3c(cc4sccc43)C2=O)cc1,1.3,-6,0,-1.2,-1.6,7,-0.7,-3,-2.4,9,1.7
CNC(=O)c1c(NC(=O)c2ccco2)sc(C)c1C,-1.3,-7,8,-0.6,-1.9,-3,-1.8,-1,-0.8,-1,-0.6
CCOc1ccccc1NC(=O)CNC(=O)c1nn(-c2ccc(OC)c(OC)c2)c(=O)c2ccccc12,-0.8,-4,4,-1.5,-0.4,3,-0.2,2,0.6,-1,-6.6
CCC(=O)Nc1ccc(NC(=O)C23CC4CC(CC(C4)C2)C3)cn1,3.0,1,3,-0.7,2.4,3,0.1,-2,5.5,1,0.7
CC(/C=N/NC(=O)c1ccncc1)=C\c1ccco1,0.3,-1,-1,-1.7,0.1,3,0.3,1,0.5,-5,0.5
CCn1cc(C(=O)NCCN(C)CCc2ccccc2)c(=O)c2cc(S(=O)(=O)N(C)C)ccc21,-0.4,-1,3,-1.2,-1.2,-1,0.4,-2,0.2,3,-1.6
